# Ub-GFP proteasome: inhibits proteasome, raising ubiquitin-GFP reporter fluorescence | Ubiquitin-GFP reporter cells, proteasome inhibition, GFP fluorescence; response scale: untreated = 0%, 10 µM MG-132 = 100% | Potency, µM (doses to about 45.9 µM), for the others: top-dose activation (GFP accumulation), hits mostly activators | 67,000 tested, under 10 active | AID 526; active = well fitted activation curve with a large enough effect, not every such curve was filed as active; inconclusive = small, poorly fitted or top-dose-only effect, or another doubt; inactive = no such curve, though single readings can be large or run the other way; also: potency is read from the fitted curve at half-maximal effect
#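 U2OS cells expressing ubiquitin(G76V)-GFP, seeded overnight in 0.5% FBS medium, then treated 4 hr at 37 C across 46 uM to 2.9 nM. GFP-positive cells counted by laser cytometry (488 ex/515 em); %activity scaled between basal and 10 uM MG-132.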
# CRE-bla Fsk: alters forskolin-stimulated CRE reporter signaling in CHO cells. CHO CRE-bla reporter (cAMP response element driving beta-lactamase), forskolin EC10, beta-lactamase ratio. Potency, µM (doses to about 38.2 µM), inactives show at the highest dose activity change, negative = inhibition, usual class: activators. 71,000 tested, 2.5% active; active = well fitted activation curve with a large enough effect in the signal ratio, with a control signal flat, not every such curve was filed as active; inconclusive = small, poorly fitted or top-dose-only effect, or effect the other way, or a change in a side signal; the % refers to the signal ratio; also: potency is read from the fitted curve at half-maximal effect; % of control where 0% means no effect
#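 Modulation of forskolin signalling: compounds in titration series added with EC10 NKH 477 to CHO cells carrying a CRE-driven beta-lactamase reporter, 3 h, 37C. CCF4 FRET ratio (460/530 nm, ex 405 nm) gives %activity and AC50.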
# GFP derepression: derepresses silenced GFP locus in mouse C127i cells | mouse C127i GFP locus derepression, cytometry, 30 h | Potency, µM (highest dose often 46.1 µM), inactives show at the highest dose GFP derepression (activation) | 68,000 tested, 0.09% active; also: % of control where 0% means no effect
#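 Read-out is the number of GFP-positive cells, scored as fluorescent objects 20 to 120 um wide, reflecting derepression of a silenced CMV-GFP reporter in murine C127i cells after 30 h compound exposure at 37 C.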
# Texas Red fluor: compounds fluorescent in Texas Red spectral region; 59,000 tested, 0.06% active; Compound fluorescence, Texas Red channel, 547/618 nm; hits give high values; max dye-equivalent concentration, M; in the data active = max dye-equivalent concentration above about 10 nM; inconclusive = between about 1.1 nM and that limit
#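 Spectral interference profiling: each compound concentration's relative fluorescence, read with a 547 nm excitation and 618 nm emission filter pair, was normalized to a per-plate Texas Red standard curve.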
# Fluorescein fluor: compound fluoresces in the fluorescein spectral region | Compound autofluorescence, 480/540 nm, fluorescein-equivalent; hits give high values | max fluorescein-equivalent concentration, M | 59,000 tested, 0.91% active; in the data active = max fluorescein-equivalent concentration above about 10 nM; inconclusive = between about 1.1 nM and that limit
#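 Spectral profiling of library compounds in the fluorescein window (480 nm excitation, 540 nm emission) after 15 min at room temperature in pH 8.0 Tris (100 mM). Values are dye-equivalent concentrations.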
# FLuc inh: firefly luciferase inhibition; P08659; purified firefly luciferase, luminescence, 8 min; Potency, µM (series often up to 57.1 µM), without a hit: at the top dose activity change, negative = inhibition, usual class: inhibitors; 72,000 tested, 2.2% active; AID 411; also: potency is read from the fitted curve at half-maximal effect; % is scaled to controls: 0 for no effect and ±100 for the full control effect; nearly all actives have a fitted effect of over 40% in size
# Target sequence (P08659 whole entry, looked up): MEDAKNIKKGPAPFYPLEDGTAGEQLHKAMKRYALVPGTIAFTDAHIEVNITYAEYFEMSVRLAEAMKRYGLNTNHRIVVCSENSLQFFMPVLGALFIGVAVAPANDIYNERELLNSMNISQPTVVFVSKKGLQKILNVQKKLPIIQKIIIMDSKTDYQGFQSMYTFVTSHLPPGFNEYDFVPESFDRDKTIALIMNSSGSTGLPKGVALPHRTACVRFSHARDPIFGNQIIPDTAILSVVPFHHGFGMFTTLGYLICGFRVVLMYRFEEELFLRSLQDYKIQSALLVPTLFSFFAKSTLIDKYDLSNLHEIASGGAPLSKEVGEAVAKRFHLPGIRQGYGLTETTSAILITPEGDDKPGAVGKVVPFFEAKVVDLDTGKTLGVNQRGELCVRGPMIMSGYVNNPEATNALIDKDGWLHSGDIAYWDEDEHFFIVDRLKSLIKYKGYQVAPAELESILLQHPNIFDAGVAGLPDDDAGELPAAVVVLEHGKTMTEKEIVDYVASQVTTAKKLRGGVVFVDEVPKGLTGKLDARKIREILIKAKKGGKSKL
#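 Titration-based qHTS; buffer 50 mM imidazole pH 7.2, 50 mM KCl, 7 mM MgCl2, 10 uM ATP, 0.01% Tween 20, 0.05% BSA; luciferase/luciferin detector mix added after compound; 8 min, ambient; luminescence.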
# ERK AVP inh: blocks ERK signaling stimulated by vasopressin. HEK293-V1b, vasopressin-stimulated pERK AlphaScreen. Potency, µM (highest dose often 57.5 µM), for inactives: top-dose activity, negative = inhibition, hits mostly inhibitors. 72,000 tested, 0.99% active. AID 995; also: potency is read from the fitted curve at half-maximal effect; % is scaled to controls: 0 for no effect and ±100 for the full control effect; nearly all actives have a fitted effect of over 55% in size
#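 qHTS, compounds titrated on V1b-expressing HEK293 cells. Preincubation 30 min at 37C, vasopressin 25 nM for 5 min, lysis 10 min, bead incubation 5 hr at room temperature.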
# 4-MU autofl: 4-MU region autofluorescence; compound autofluorescence, 340/450 nm, 4-MU equivalents; hits give high values; max dye-equivalent concentration, M; 59,000 tested, 11% active; AID 589; in the data active = max dye-equivalent concentration above about 10 nM; inconclusive = mostly about 1.1 nM to 9.6 nM
#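 Compounds in 100 mM Tris, pH 8.0, incubated 15 min at room temperature, then fluorescence read at 340 nm excitation/450 nm emission. Signal converted to 4-MU dye-equivalent concentration using an on-plate six-point 4-MU standard curve.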
# A350 autofl: compound fluoresces in the Alexa 350 spectral region; Compound autofluorescence, 340/450 nm, Alexa 350 dye-equivalents; hits give high values; max dye-equivalent concentration, M; 59,000 tested, 11% active; AID 590; in the data active = max dye-equivalent concentration above about 10 nM; inconclusive = mostly about 1.1 nM to 9.6 nM
# HBB splicing: alters splicing of the hemoglobin beta chain. HBB splicing reporter cell assay, activation; EGFP reporter with mutant IVS2-654 intron; response scale: normalised to 500 nM splice-correcting PNA. Potency, µM (titrated, usually from 46.1 µM), without a hit: at the highest dose activation, usual class: activators. 65,000 tested, 0.06% active. AID 925; also: potency is read from the fitted curve at half-maximal effect; 0% is about no effect
#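 Compounds were applied for 2 days to HeLa EGFP-654 cells, 500/well in Optimem with 2% FCS. The reporter's EGFP is disrupted by mis-splicing of beta-globin intron IVS2-654. Readout: summed well GFP fluorescence from 488 nm laser scanning; reference was 500 nM antisense […] 654 PNA.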
# Hsp90 Hop PPI: changes Hsp90-Hop TPR2A binding signal, up or down. AlphaScreen TPR2A-His6 binding biotin-Hsp90 C-terminal peptide. Potency, µM (highest dose often 57 µM), inactives show at the top dose activity change, negative = inhibition. 71,000 tested, 0.44% active. AID 595; active = well fitted curve in either direction with a large enough effect; inconclusive = small, poorly fitted or top-dose-only effect, or another doubt; also: potency is read from the fitted curve at half-maximal effect; % is scaled to controls: 0 for no effect and ±100 for the full control effect; many of its hits are not listed in these tables
# Numbers without * were called inactive; i = inactive; ? = inconclusive; · = no result given; & = joins results of further samples; [ ] = dose if it differs, or a comment. Unless noted, calls follow the shape of the dose curve; as a rule, active = well fitted curve in the direction sought with a large enough effect; inconclusive = small, poorly fitted or top-dose-only effect, or another doubt; inactive = no such curve, though single readings can be large; an effect the other way counts as inactive or inconclusive. Not all compounds are listed; the hit share may differ from the screen's.
SMILES,Ub-GFP proteasome,CRE-bla Fsk,GFP derepression,Texas Red fluor,Fluorescein fluor,FLuc inh,ERK AVP inh,4-MU autofl,A350 autofl,HBB splicing,Hsp90 Hop PPI
COc1ccc(-c2noc(CCC(=O)N3CCN(c4cccc(C(F)(F)F)c4)CC3)n2)cc1,10%,?,-2%,i,i,-2%,-20%,i,i,-0.5%,-3%
COc1cccc(CNC(=O)C2CCN(c3cnccn3)CC2)c1,-1%,-5%,10%,i,i,2%,8%,i,i,0.0%[57.5 µM],-4%
CC(=O)Nc1cccc(NC(=O)c2cc(C)on2)c1,0%,-6%,0%,?,i,-3%,-11%,i,i,4.4%,-2%
O=C(Nc1ccccn1)Nc1cccs1,17%,-8%,-2%,i,?,-17%,21%,i,i,1.7%,-9%
CCN(CC)S(=O)(=O)c1cccc2cc(C(=O)O)c(O)cc12,-1%,-4%,4%,i,?,0%,10%,3.9e-08M*,3.8e-08M*,·,6%
CC1Cc2cc(/C(O)=C3/C(=O)C(=O)N(CCCn4ccnc4)C3c3ccco3)ccc2O1 (stereo unspecified),-4%,3%,0%,i,?,-10%,-1%,i,i,-2.2%[57.5 µM],-23%
O=C(CCSc1nc(-c2ccco2)cc(C(F)(F)F)n1)Nc1ccc2c(c1)OCO2,0%,13%,0%,i,i,6%,-22%,i,i,1.5%,-10%
OC(C#CCN1CCCCC1)c1ccccc1 (stereo unspecified),0%,5%,-2%,·,·,0%,-20%,·,·,0.0%,0%
COc1ccc(C(=O)N2CCC3(CCCN(c4ccc(-c5ccccc5)cc4)C3)CC2)cc1,-4%,3%,-5%[9.22 µM],i,?,-1%[11.4 µM],-17%,i,i,2.2%,-30%
Cc1ccc(-c2noc(CCC(=O)NCCCN3CCN(c4ccc(F)cc4)CC3)n2)cc1,-11%,-18%,-3%,i,i,3%,6%,i,i,1.8%,2%
O=C(c1oc2ccccc2c1CSCc1ccccc1)N1CCN(c2ncccn2)CC1,-6%,?,3%,i,?,0%,5µM*,i,i,0.1%[57.5 µM],9%
CCn1c2c(c3cc(Cl)ccc31)CCCC2=O,37%,?,2%,·,·,1%,44%[activator],·,·,-0.7%,10%
Cc1cccc(C)c1OCC(=O)Nc1cccc(-c2nnc(-c3ccccc3)o2)c1,·,·,0%[20.6 µM],i,?,0%[25.5 µM],·,i,i,·,·
C[C@H](C(=O)c1ccncc1)c1ccccn1,10%[9.17 µM],0%[7.6 µM],-5%[9.22 µM],i,i,1%[11.4 µM],-2%[11.5 µM],i,i,2.3%[9.22 µM],0%[11 µM]
c1ccc(-c2ccc(OCCCn3cncn3)cc2)cc1,-2%,?,-3%,i,?,-21%,-40%,i,i,1.9%,2%
Cc1cc(N2CCN(c3ccccc3)CC2)nc(NCc2ccccc2)n1,0%,7%,6%,i,?,1%,0%,?,?,5.3%[0.369 µM],-5%
COc1cccc(C2=NO[C@@H]3C(=O)N(Cc4ccccc4)C(=O)[C@H]23)c1OC,7%,?,3%,?,?,-1%,-4%,i,i,6.8%,-3%
COC(=O)C(O)(CC(=O)Nc1ccc(OC(F)(F)F)cc1)C(F)(F)F (stereo unspecified),2%,-1%,2%,i,?,-1%,-17%,i,?,-1.7%,1%
CCSc1nnc(NC(=O)CSc2ncccn2)s1,0%,4%,0%,·,·,0%,2%,·,·,-4.1%,1%
CC1CCCC(NC(=O)CSc2nnnn2C)C1C (stereo unspecified),0%,?,-2%,i,i,2%,4%,i,i,2.1%,-3%
COCCN(C(=O)CN1CCc2ccccc2C1)c1c(N)n(Cc2ccccc2)c(=O)[nH]c1=O,1%,-4%,-1%,?,i,?,5%,?,?,-3.2%,-1%
CC(NC(=O)C1CCC1)c1ccccc1 (stereo unspecified),1%,3%,-3%,?,i,0%,-13%,i,i,2.7%,-2%
O=C(NCc1ccco1)C(c1ccco1)N(C(=O)Cn1nnc2ccccc21)c1ccc2c(c1)CCC2 (stereo unspecified),1%,-22%,0%,i,i,0%,-2%,i,i,-0.2%[57.5 µM],22%
CCc1ccc(S(=O)(=O)NCc2cn3c(C)csc3n2)s1,-1%,-8%,·,·,·,2%,·,·,·,-1.0%,-8%

# A different layout for some results above.
COCCN(C(=O)CN1CCc2ccccc2C1)c1c(N)n(Cc2ccccc2)c(=O)[nH]c1=O
  Ub-GFP proteasome = 1% | CRE-bla Fsk = -4% | GFP derepression = -1% | Texas Red fluor = ? | Fluorescein fluor = i | FLuc inh = ? | ERK AVP inh = 5% | 4-MU autofl = ? | A350 autofl = ? | HBB splicing = -3.2% | Hsp90 Hop PPI = -1%

CC1CCCC(NC(=O)CSc2nnnn2C)C1C (stereo unspecified)
  Ub-GFP proteasome = 0% | CRE-bla Fsk = ? | GFP derepression = -2% | Texas Red fluor = i | Fluorescein fluor = i | FLuc inh = 2% | ERK AVP inh = 4% | 4-MU autofl = i | A350 autofl = i | HBB splicing = 2.1% | Hsp90 Hop PPI = -3%

# (further entries)
SMILES,Ub-GFP proteasome,CRE-bla Fsk,GFP derepression,Texas Red fluor,Fluorescein fluor,FLuc inh,ERK AVP inh,4-MU autofl,A350 autofl,HBB splicing,Hsp90 Hop PPI
O=C(c1ccc(F)cc1)N1CCN(C2CC3CCC2C3)CC1 (stereo unspecified),-4%,-3%,0%,i,?,2%,-2%,i,i,·,-2%
CC(C(=O)N1CCOCC1)N1c2cccc3cccc(c23)S1(=O)=O (stereo unspecified),-6%,0%,-2%,i,?,-3%,-23%,7.4e-08M*,8e-08M*,0.2%,-8%
CC(=NCC1CCNCC1)C1=C(O)CC(C)(C)CC1=O,-6%,-1%,-2%,·,·,-1%,6%,·,·,0.8%[9.22 µM],-1%
O=C(Cn1nc(Cc2ccncc2)c2ccccc2c1=O)N1CCc2ccccc2C1,-6%,-13%,·,·,·,0%,-10%,·,·,0.6%,-4%[2.3 µM]
O=C(Cn1ncc2ccccc21)N1CCN(c2cccc(C(F)(F)F)c2)CC1,-9%,-10%,-2%,i,i,1%,2%,i,i,-0.9%,-12%
O=C1OC(c2ccc(O)cc2)(c2ccc(O)cc2)c2ccccc21,·,-24%,-2%[20.6 µM],i,i,-1%[25.5 µM],3%&-10%,i,i,-0.2%,0%
COCCn1c(=O)c(C)nc2cnc(Nc3ccccc3)nc21,3%,7.9µM*,3%[9.22 µM],i,?,1%[11.4 µM],-19%,i,i,0.9%,-2%
COc1ccc(C2C(C(C)=O)=C(O)C(=O)N2CCc2ccccc2)c(OC)c1 (stereo unspecified),2%,-14%,0%,i,?,2%,1%,i,i,-0.1%,-3%
Cc1cc(NS(=O)(=O)c2ccc(NC(=O)CCCOc3ccc(Cl)cc3)cc2)no1,2%,-15%,0%,i,i,-3%,-28%,i,i,·,-4%
COc1ccccc1Cc1noc(C(C)(C)NC(=O)c2ccccc2)n1,3%,-2%,4%,i,?,1%,4%,i,?,-0.5%,-3%
OC[C@@H]1O[C@@H](n2cnc3c(N[C@H]4CCC[C@@H]4O)ncnc32)[C@H](O)[C@H]1O,4%,-2%,1%,·,·,1%,0%,·,·,·,-3%
CC[N+](C)(CC)CCC[n+]1c(-c2ccccc2)c2cc(N)ccc2c2ccc(N)cc21,17%[20.5 µM],5%[17.1 µM],6%[20.6 µM],?,1.8e-08M*,-1%[25.5 µM],-18%[25.7 µM],?,?,-0.4%[20.6 µM],-8%[26 µM]
Cc1cc(-n2c(C)cc(C(=O)CN3C(=O)NC4(CCCCC4)C3=O)c2C)no1,19%,-12%,1%,i,i,3%,14%,i,i,0.7%,-9%
Brc1ccc(-c2csc(/N=C/N3CCOCC3)n2)cc1,0%,12%,4%,?,?,-10%,6%,i,i,0.0%[57.5 µM],-3%
O=C(Nc1ccc(Cl)cc1)N(Cc1cccnc1)Cc1ccco1,-4%,?,4%,i,?,1%,?,i,i,0.0%[57.5 µM],-2%
CC1(C)CNC(=O)c2sc(NC(=O)CN3CCOCC3)nc2C1,-1%,-1%,18%,i,?,0%,-19%,i,i,-2.0%,-2%
O=C(Nc1ccccc1)NC1CS(=O)(=O)CC1O (stereo unspecified),1%,0%,2%,i,i,2%,-7%,i,i,-0.5%,-3%
COc1ccc(C)cc1NC(=O)CN1C(=O)c2ccccc2S1(=O)=O,6%,3%,0%,·,·,1%,-5%,·,·,0.2%,-1%
COC(=O)[C@H]1C2CCC(C(=O)OC)(CC2)[C@H]1C(=O)OC,6%,1%,-3%,i,i,2%,-4%,i,i,0.9%,-1%
CN1CCN(c2ncc3nc(-c4cc(F)cc(F)c4)c(=O)n(C4CC4)c3n2)CC1,2%,?,-5%[9.22 µM],i,i,-2%[11.4 µM],?,4.8e-08M*,5.3e-08M*,0.9%,?

# From PubChem BioAssay
